Source: PubChem BioAssay
GRP78 ERSR act: qHTS for Inducers of the Endoplasmic Reticulum Stress Response (ERSR) in Human Glioma: qHTS | U87-MG GRP78 promoter luciferase reporter, 16 h | Potency, µM, for the others: at the highest dose activation, hits mostly activators | hit rate 0.02% among 420,000 | AID 602332, 2012; active means well fitted activation curve with a large enough effect; inconclusive means small, poorly fitted or top-dose-only effect; inactive means no such curve, though single readings can be large or run the other way; further: series mostly up to about 76 µM; % of control where 0% means no effect; nearly all actives have a fitted effect of over 35% in size
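ERSR induction read as luciferase luminescence (Bright-Glo, 10 min at room temperature) in stably transfected human U87-MG glioma cells exposed to compounds for 16 h, using GRP78 as sensor.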
An asterisk follows results filed as active; ? = inconclusive; & = joins results of further samples. Potency means the concentration at half of the fitted maximal effect.

SMILES | GRP78 ERSR act
COc1ccc(-c2ccnc(-n3ncc(C(=O)NC(C)(C)CO)c3C3CC3)n2)cc1F | 4%
c1nc2nc(Nc3ccc(N4CCOCC4)cc3)nc(NC3CCCCC3)c2[nH]1 | -11%
O=C(c1csnn1)N1CCC[C@@]2(CCN(Cc3ccccc3)C2)C1 | -2%
CO/N=C\c1ccc(C(=O)N2[C@H](c3ccc(C)cc3)[C@@H](C)CC[C@H]2C(=O)OC)cc1 | -4%
O=C(NCc1ccncc1)c1cnn(-c2nccc(-c3cc4ccccc4o3)n2)c1C1CC1 | -4%
O=C(Cn1cnnn1)N[C@@H]1C(=O)N2C(C(=O)O)=C(CSc3nncs3)CS[C@H]12 | -3%&-4%
CC(C)C[C@H](NC(=O)[C@H](CCCCN)NC(=O)[C@H](CCC(N)=O)NC(=O)[C@H](Cc1cnc[nH]1)NC(=O)[C@H](Cc1cnc[nH]1)NC(=O)[C@@H](N)C(C)C)C(=O)N[C@H](C(=O)N[C@@H](Cc1ccccc1)C(=O)N[C@@H](Cc1ccccc1)C(=O)N[C@@H](C)C(=O)N[C@@H](CCC(=O)O)C(=O)N[C@@H](CC(=O)O)C(=O)N[C@H](C(=O)NCC(=O)N[C@@H](CO)C(=O)N[C@@H](CC(N)=O)C(=O)N[C@@H](CCCCN)C(=O)O)C(C)C)C(C)C | -4%
c1cncc(OC2CCN(Cc3ccc4c(c3)CN(Cc3ccc5c(c3)OCO5)CCO4)CC2)c1 | -4%
C[C@H](CCC(=O)NCC(=O)O)C1CC[C@H]2[C@H]3C(C[C@H](O)[C@]12C)[C@@]1(C)CC[C@@H](O)C[C@H]1C[C@H]3O (some centres not stated) | -4%
CS(=O)(=O)N1CCC2(CCN(c3ccncc3)CC2)CC1 | -3%
COc1ncc2nc(-c3cn(C)c4ccccc34)c(=O)n(-c3ccccc3)c2n1 | -4%
COc1ccc(F)c(CN2CCOc3ccc(CN4CCC(O)(c5cccnc5)CC4)cc3C2)c1 | -5%
COc1ccccc1N1CCN(C[C@@H](O)COc2cccc3ccccc23)CC1 | 0%&-4%
CCCCCCCC#Cc1ccccc1C(NC(=O)OC)C(C(=O)OC)C(=O)OC (configuration not stated) | -5%
COc1cccc(Cn2c(=O)c(-c3ccc(Cl)cc3)nc3cnc(N4CCOCC4)nc32)c1 | -1%
O=C(c1ccncc1)N1CCC2(CCCN(c3ccccn3)C2)CC1 | -4%
Cc1cnc(-n2ncc(C(=O)NCC(C)(C)N3CCOCC3)c2C(C)C)nc1-c1ccc(F)cc1 | -3%
Cc1nc2cncnc2n(-c2ccccc2)c1=O | -3%
COc1cc([C@@H]2c3cc4c(cc3[C@@H](O[C@@H]3O[C@H]5CO[C@H](C)O[C@H]5[C@H](O)[C@@H]3O)[C@H]3COC(=O)[C@H]23)OCO4)cc(OC)c1OP(=O)(O)O | -3%
Cc1ccc2c(c1)C(=O)[C@@]1(O)CCN(c3ccccc3)C1=N2 | -2%
COc1ccc(CN2CCCC(n3cc(C(=O)NC4CCCC4)nn3)C2)c2ccccc12 (configuration not stated) | -3%
COc1ccc(O[C@H]2C=C[C@@H](c3ccccc3)O[C@H]2COC(=O)CC/C(C)=N/OCC[C@@H]2C=C[C@H](OC(C)=O)[C@H](COC(C)=O)O2)cc1 | -5%
O=C1N=C2SCCN2C(=O)C1Cc1ccc(Cl)cc1 (configuration not stated) | -2%
COc1cccc(C(=O)N(Cc2cc3ccc(C)cc3nc2N(C)C)C2CC2)c1OC | -4%
C[C@H](CCC(=O)O)C1CC[C@H]2C3CC[C@@H]4C[C@H](O)CC[C@]4(C)C3C[C@H](O)[C@]12C (some centres not stated) | -3%
Cc1nc2cnc(N3CCOCC3)nc2n(C2CC2)c1=O | 2%
COC(=O)C1=C(C)N(Cc2ccccc2)C2=C3C(=O)N(c4ccccc4)C(=O)C3[C@@](O)(C(=O)OC)C(=O)N2C1c1ccccc1 (some centres not stated) | -3%&-2%
CN(C)c1ccc(-c2nc(N(C)Cc3ccco3)c3ccccc3n2)cc1 | -2%
Cn1cnnc1Sc1ccc(CN2CCOc3ccc(C4=Cc5ccccc5CC4)cc3C2)o1 | -5%
Cc1cnc(-n2ncc(C(=O)NCC3CCCN(C)C3)c2C)nc1-c1cccs1 (configuration not stated) | -2%
Cn1c(=O)c(-c2cccs2)nc2cnc(OCc3ccccc3)nc21 | -1%
COc1ccc(-n2c(=O)c(-c3ccc(F)cc3)nc3cncnc32)cc1 | 2%
C[C@H](N)CCCC(C)(C)O | -4%
COCCn1c(=O)c(-c2ccc(OC)cc2)nc2cnc(Oc3ccc(OC)cc3)nc21 | -4%
COc1ccc(-n2c(=O)c(-c3cc(F)cc(F)c3)nc3cncnc32)cc1 | -5%
CN(Cc1ccco1)c1ccnc(-c2ccccc2C(F)(F)F)n1 | -5%
COCCN1CCN(C(=O)c2cnn(-c3ncc4c(n3)-c3ccc(OC)cc3CC4)c2C2CC2)CC1 | 2%
O=c1c(-c2ccc(F)cc2)nc2cnc(N3CCOCC3)nc2n1Cc1cccs1 | -1%
CC(C)NC(=O)N1CC[C@@]2(CCCN(C(=O)c3cccc(F)c3)C2)C1 | -3%
O=C1/C(=C/c2ccc(O)c(O)c2)Oc2ccccc21 | 9%
c1ccc(Nc2nc(-c3cccnc3)nc3ccccc23)cc1 | -3%
CC1(C)CC[C@]2(C(=O)O)C(O)C[C@@]3(C)C(=CCC4[C@@]5(C)CCC(O)C(C)(C)C5CC[C@@]43C)C2C1 (some centres not stated) | -3%
COc1ccc(-n2c(=O)c(-c3cn(C)c4ccccc34)nc3cnc(OC)nc32)cc1 | -3%
COC(=O)C1CCCCN1Cc1nc(N2CCCN(C(C)=O)CC2)c2ccccc2n1 (configuration not stated) | -5%
OC1(c2cccnc2)CCN(Cc2ccc3c(c2)CN(Cc2cccc(C(F)(F)F)c2)CCO3)CC1 | -3%
N#Cc1cccc(-c2ccc3ncnc(N4CCNCC4)c3c2)c1 | -6%
COc1cc(-c2cc(C)c3cccc(OC)c3n2)cc2c1OCCN(C(=O)CC1NC(=O)c3ccccc31)C2 (configuration not stated) | -4%
CC1CCC(C(=O)O)NC1c1ccc(C#CCN(C)C)cc1 (configuration not stated) | -2%
CN(C)C(=O)c1ccc(-c2ccc3ncnc(NCc4ccccc4)c3c2)cc1 | 3%
COC(=O)N1CCC[C@@]2(CCN(C(=O)Nc3cccc(F)c3)C2)C1 | -1%
(listing goes on)
SMILES | GRP78 ERSR act
COc1ccc(Oc2ncc3ncc(=O)n(Cc4ccc(F)cc4)c3n2)cc1 | 0%
CC(=O)N1CCC[C@@]2(CCN(c3ccncc3)C2)C1 | -3%
CNc1ccnc(-c2c(C)noc2C)n1 | -4%
OCC(O)C(O)C(O)C(O)CO (configuration not stated) | 2%&-2%&-4%
Cc1cnc(CNc2ccnc(-c3cccnc3)n2)cn1 | -4%
CC(=O)OCC(=O)[C@@]12OC3(CCCC3)OC1CC1C3CCC4=CC(=O)C=C[C@@]4(C)[C@]3(F)C(O)C[C@]12C (some centres not stated) | -2%
CC(=O)NCCNc1nc(-c2ccc3c(c2)OCO3)nc2ccccc12 | -1%
CCC1CN(CCNC(=O)c2scc3c2OCCO3)Cc2cc(OC)ccc2O1 (configuration not stated) | -6%
COc1ncc2nc(C)c(=O)n(Cc3cccs3)c2n1 | 1%
Nc1ncnc2c1ncn2[C@@H]1O[C@@H](CO)[C@H](O)[C@H]1O | -3%

Four of the compounds above, field by field:
> COc1cccc(C(=O)N(Cc2cc3ccc(C)cc3nc2N(C)C)C2CC2)c1OC
  GRP78 ERSR act: -4%

> COc1ccc(-n2c(=O)c(-c3cn(C)c4ccccc34)nc3cnc(OC)nc32)cc1
  GRP78 ERSR act: -3%

> OC1(c2cccnc2)CCN(Cc2ccc3c(c2)CN(Cc2cccc(C(F)(F)F)c2)CCO3)CC1
  GRP78 ERSR act: -3%

> c1nc2nc(Nc3ccc(N4CCOCC4)cc3)nc(NC3CCCCC3)c2[nH]1
  GRP78 ERSR act: -11%

Further results
SMILES | GRP78 ERSR act
CCOC(=O)N1CCN(Cc2ccc3c(c2)CN(C(=O)c2cccc(-n4cccn4)c2)CCO3)CC1 | -2%
O=C1C2=CC[C@H]3C(=O)N(Cc4ccc5c(c4)OCO5)C(=O)[C@@H]3[C@@H]2[C@H](O)[C@@H]2O[C@H]12 | 3%
CS(=O)(=O)N1CCC2(CCCN(Cc3cc(C(F)(F)F)cc(C(F)(F)F)c3)C2)CC1 | -3%
Cc1ccc(CNc2nc(CN3CCCCC3c3cccnc3)nc3ccccc23)o1 (configuration not stated) | -9%
CCCCN1CCC[C@@H]1CNC(=O)c1cc(C#N)c2ccccc2c1OC | ?
Cc1cnc(CNc2cc(-c3ccccc3C)ncn2)cn1 | 4%
CC[C@H](C)[C@H](NC(=O)[C@H](CCC(=O)O)NC(=O)[C@H](CO)NC(=O)[C@@H](NC(=O)[C@@H](N)CO)C(C)C)C(=O)N[C@@H](CCC(N)=O)C(=O)N[C@@H](CC(C)C)C(=O)N[C@@H](CCSC)C(=O)N[C@@H](Cc1cnc[nH]1)C(=O)N[C@@H](CC(N)=O)C(=O)N[C@@H](CC(C)C)C(=O)NCC(=O)N[C@@H](CCCCN)C(=O)N[C@@H](Cc1cnc[nH]1)C(=O)N[C@@H](CC(C)C)C(=O)N[C@@H](CC(N)=O)C(=O)N[C@@H](CO)C(=O)N[C@@H](CCSC)C(=O)N[C@@H](CCC(=O)O)C(=O)N[C@@H](CCCNC(=N)N)C(=O)N[C@H](C(=O)N[C@@H](CCC(=O)O)C(=O)N[C@@H](Cc1c[nH]c2ccccc12)C(=O)N[C@@H](CC(C)C)C(=O)N[C@@H](CCCNC(=N)N)C(=O)N[C@@H](CCCCN)C(=O)N[C@@H](CCCCN)C(=O)N[C@@H](CC(C)C)C(=O)N[C@@H](CCC(N)=O)C(=O)N[C@@H](CC(=O)O)C(=O)N[C@H](C(=O)N[C@@H](Cc1cnc[nH]1)C(=O)N[C@@H](CC(N)=O)C(=O)N[C@@H](Cc1ccccc1)C(=O)N[C@H](C(=O)N[C@@H](C)C(=O)N[C@@H](CC(C)C)C(=O)NCC(=O)O)C(C)C)C(C)C)C(C)C | 0%
CC1CN(CC(=O)NCc2ccc3c(c2)OCO3)Cc2cc(Cl)ccc2O1 (configuration not stated) | -6%
FC(F)(F)c1cc(CO[C@H]2CCCN[C@H]2c2ccccc2)cc(C(F)(F)F)c1 | -8%
CC[C@H](C)[C@H](NC(=O)CNC(=O)[C@@H](NC(=O)[C@@H](NC(=O)[C@H](Cc1ccc(O)cc1)NC(=O)[C@H](CC(C)C)NC(=O)[C@H](C)NC(=O)[C@H](CCC(N)=O)NC(=O)CNC(=O)[C@@H]1CCCN1C(=O)CNC(=O)[C@H](Cc1ccccc1)NC(=O)[C@H](Cc1cnc[nH]1)NC(=O)[C@@H](NC(=O)CNC(=O)[C@H](CCCNC(=N)N)NC(=O)[C@H](CCCNC(=N)N)NC(=O)[C@@H](NC(=O)[C@H](CC(N)=O)NC(=O)[C@@H](N)CS)[C@@H](C)O)[C@@H](C)CC)[C@@H](C)O)[C@@H](C)O)C(=O)O | -1%
N#Cc1cccc(-c2ccc3ncnc(NCc4ccccc4)c3c2)c1 | -6%
Cc1nc2cnc(Oc3cccc(Cl)c3)nc2n(CCC#N)c1=O | -2%
CO[C@@H]1COC(=O)[C@H]2CCCN2C(=O)[C@@H](C)COC(=O)[C@H](COCc2ccccc2)NC(=O)C/C=C\[C@H]1C | -1%
CN(C)c1ncc2nc(-c3ccccc3)c(=O)n(Cc3cccs3)c2n1 | -2%
C#CCCCO/N=C1/C[C@@H](O)[C@@H](O)[C@@H]2[C@@H]3C(=O)N([C@@H](C)c4ccccc4)C(=O)[C@H]3CC[C@@H]12 | -5%
COc1ccc(Oc2ncc3ncc(=O)n(CCc4ccccc4)c3n2)cc1 | -4%
CCNc1ncc2nc(-c3ccc(F)cc3)c(=O)n(C[C@H]3CCCO3)c2n1 | -2%
COc1ccccc1CCn1c(=O)c(-c2cccc(F)c2)nc2cncnc21 | -3%
COc1ccc(Oc2ncc3nc(-c4cc(F)cc(F)c4)c(=O)n(C)c3n2)cc1 | -5%
NCCNS(=O)(=O)c1cccc2cnccc12 | -8%&2%&-6%
CC1(C)CCCC2(C)C3C(O)CC2(C)C(O)C31 (configuration not stated) | 0%
CC[C@](N)(CCC(=O)O)C(=O)O | 2%&-5%
O=NCc1ccc([N+](=O)[O-])o1 | ?
COc1cc(OC)c2c(=O)c(-c3ccccc3)coc2c1 | 0%
Cc1nn(C)cc1CN1CCOc2ccc(C(C)(O)COc3ccccc3)cc2C1 (configuration not stated) | -5%
O=C(c1ccncc1)N1CCC2(CCCN(Cc3nccs3)C2)CC1 | 1%
COC(=O)N1CCC2(CC1)CCN(c1cccc(-c3ccccc3)c1)CC2 | -3%
CC(=O)OC[C@@H]1O[C@@H](O/N=C2/C[C@@H](O)[C@@H](O)[C@@H]3[C@@H]4C(=O)N([C@@H](C)c5ccccc5)C(=O)[C@H]4CC[C@H]23)[C@H](OC(C)=O)[C@H](OC(C)=O)[C@@H]1OC(C)=O | -2%
CC(C)=NO[C@@H](C)CN1CCCc2nc(C)c(C)cc21 | -2%
COC(=O)[C@@H]1CC[C@H](C)[C@@H](c2ccc(C)cc2)N1C(=O)c1ccc(/C=N\O[C@@H](C)c2cn([C@H]3COC[C@H]3O)nn2)cc1 | -6%

Quoted from the listing:
COC(=O)N1CCC2(CC1)CCN(c1cccc(-c3ccccc3)c1)CC2 – GRP78 ERSR act = -3%
CC(C)=NO[C@@H](C)CN1CCCc2nc(C)c(C)cc21 – GRP78 ERSR act = -2%

The list is partial; rates above refer to the full screens.
